Screens (PubChem)
Platelet DG rel – platelet dense granule release activity. human platelet-rich plasma, SFLLRN dense granule ATP release, luminescence. inhibition, %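 (compounds screened at 7.5 µM in platelet-rich plasma)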. 300,000 compounds, 0.22% hits. AID 1663;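 active = mean replicate score, as percent of positive control, at or above 50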
KCNK9 inh – inhibitors of human KCNK9 two-pore domain potassium channel. 310,000 compounds, 1.2% hits. HEK293 KCNK9, FluxOR thallium flux fluorescence; hits give low values. B-score at 10 µM. Q9NPC2. AID 488922;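 active = ratio B-score over 3 SD below the library mean, with starting fluorescence within 5 SD of its mean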;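 also: negative B-score means less thallium flux so channel inhibition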
PolyA inh – blocks polyadenylation in yeast reporter cells; AID 1875; 300,000 compounds, 0.02% hits; calls only at 12 µM; S. cerevisiae SKY197-pL101 polyadenylation reporter, beta-gal luminescence; efflux-impaired pdr1/pdr3 knockout yeast; score 100 = 6 SD above DMSO;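 active = lowest replicate activity score at least 50, where 100 means six control SD above control mean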;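 also: yeast exposed to compound for 9 h at 30 °C; higher score means more reporter readthrough which indicates perturbed polyadenylation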
TRPC4 PAM – TRPC4 (mouse) allosteric potentiation. Q9QUQ5. HEK293 TRPC4beta/mu-opioid, DAMGO EC20, Fluo-4 Ca2+ flux; hits give high values. B-score at 10 µM. 310,000 compounds, 0.42% hits. AID 2227;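 active = B-score of calcium response area above 5 SD of library B-scores, with initial fluorescence ratio within 5 SD of library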;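 also: B-score of integrated fluorescence ratio over time as area under calcium response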
KCNK3 block – human KCNK3 channel inhibition, primary screen; O14649; CHO-KCNK3 thallium flux, FluxOR fluorescence; hits give low values; B-score at 10 µM; 340,000 compounds, 0.84% hits;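 active = B-score under library mean minus 4 SD, starting fluorescence ratio at most library mean plus 5 SD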;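 also: more negative B-score means stronger inhibition of thallium flux through KCNK3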
KCNQ1 act – potentiates or activates the human KCNQ1 potassium channel; B-score at 10 µM; CHO-K1 KCNQ1, thallium flux FluxOR fluorescence; hits give high values; P51787; AID 2648; 310,000 compounds, 0.35% hits;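 active = fluorescence ratio B-score, a plate-corrected score, at least three library SD, with initial intensity B-score within 5 SD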
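Medium – assay buffer, equal DMSO in all wells · Material – CHO-K1 cell line with stable KCNQ1 potassium channel expression · Signal – kinetic FluxOR thallium fluorescence, 10-s 1-Hz baseline, 110-s post-stimulus read · Compound – single concentration per compound, DMSO matched to controls · Schedule – 37 °C overnight plating, 90-min dark dye load, 20-min compound pretreatment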
TRPC4 agonist – TRPC4 (mouse) channel activation; Q9QUQ5; HEK293 TRPC4beta/mu-opioid, Fluo4 calcium fluorescence; hits give high values; B-score at 10 µM; 310,000 compounds, 0.49% hits;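 active = B-score above 5 SD of library B-scores, and initial fluorescence ratio not above library mean plus 5 SD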;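 also: positive B-score marks a calcium rise read as TRPC4 activation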
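Material: HEK293 stable line with TRPC4beta plus mu-opioid receptor; technique: Fluo4 calcium-sensitive dye fluorescence, kinetic, 1 Hz baseline; timing: Fluo4 dye loading 45 min at room temperature, 110 s recording; controls: assay buffer as low control, maximal DAMGO as high control; read-out: integrated baseline-normalised fluorescence ratio, converted to per-well B score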
hERG rescue – hERG (human) protection from proarrhythmic block; 310,000 compounds, 0.51% hits; CHO-hERG, FluxOR thallium flux, dofetilide IC70 present; activation (rescue from dofetilide block), less the hit threshold, % at 10 µM; Q12809;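 active = activation above the mean of controls blocked by dofetilide plus 5 SD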;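 also: thallium influx through hERG after potassium depolarization seen as dye fluorescence rise; in these data hits start at about 4.7%; inactives centre near -7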
Target sequence (Q12809 whole entry, looked up): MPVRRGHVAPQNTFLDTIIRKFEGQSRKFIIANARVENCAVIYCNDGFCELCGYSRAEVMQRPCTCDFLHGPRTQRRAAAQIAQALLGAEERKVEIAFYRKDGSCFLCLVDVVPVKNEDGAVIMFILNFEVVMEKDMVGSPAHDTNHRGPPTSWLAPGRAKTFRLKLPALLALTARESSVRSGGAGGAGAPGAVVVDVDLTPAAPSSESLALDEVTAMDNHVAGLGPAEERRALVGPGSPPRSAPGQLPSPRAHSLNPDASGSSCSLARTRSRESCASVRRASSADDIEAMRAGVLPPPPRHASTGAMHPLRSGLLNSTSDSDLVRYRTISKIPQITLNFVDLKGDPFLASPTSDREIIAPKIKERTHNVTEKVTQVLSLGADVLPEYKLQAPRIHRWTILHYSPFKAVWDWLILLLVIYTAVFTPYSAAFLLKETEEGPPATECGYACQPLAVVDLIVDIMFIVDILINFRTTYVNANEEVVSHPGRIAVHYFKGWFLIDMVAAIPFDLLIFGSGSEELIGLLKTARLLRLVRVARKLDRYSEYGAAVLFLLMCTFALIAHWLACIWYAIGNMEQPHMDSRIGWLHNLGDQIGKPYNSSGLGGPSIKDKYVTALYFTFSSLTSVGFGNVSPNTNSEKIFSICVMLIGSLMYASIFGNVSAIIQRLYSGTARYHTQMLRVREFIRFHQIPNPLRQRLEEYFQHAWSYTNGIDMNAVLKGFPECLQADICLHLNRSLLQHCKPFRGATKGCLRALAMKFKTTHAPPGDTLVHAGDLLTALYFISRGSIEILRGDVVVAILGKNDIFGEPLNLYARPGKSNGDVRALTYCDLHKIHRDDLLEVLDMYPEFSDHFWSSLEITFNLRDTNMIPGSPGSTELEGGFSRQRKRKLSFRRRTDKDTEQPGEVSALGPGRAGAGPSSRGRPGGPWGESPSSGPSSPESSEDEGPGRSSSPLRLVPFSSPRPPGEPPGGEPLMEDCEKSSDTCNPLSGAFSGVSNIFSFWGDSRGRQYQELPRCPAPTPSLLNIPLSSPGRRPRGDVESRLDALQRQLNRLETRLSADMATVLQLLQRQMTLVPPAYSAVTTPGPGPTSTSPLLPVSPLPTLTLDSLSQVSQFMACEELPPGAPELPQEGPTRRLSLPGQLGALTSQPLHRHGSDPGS
KCNQ1 block – human KCNQ1 channel inhibition; AID 2642; 310,000 compounds, 1.3% hits; CHO-K1 KCNQ1, FluxOR thallium flux fluorescence; hits give high values; B-score at 10 µM;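 active = compounds whose thallium flux B-score, printed positive for inhibition, exceeds three library SD while starting fluorescence stays within three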;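 also: channel opened by potassium depolarization with thallium stimulus after 20 min compound exposure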
DYRK1A inh – Dyrk1A (rat) kinase inhibition | ADP-Glo luminescence, NFATc1 peptide | inhibition, % at 12.5 µM | AID 504441 | 310,000 compounds, 0.43% hits | Q63470; in the data active = inhibition above about 50%;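 also: plate controls were vehicle with enzyme for no effect and no enzyme for full effect; many of its hits are not listed in these tables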
TRPC4 block – blocks the mouse TRPC4 cation channel | HEK293 TRPC4beta/mu-opioid, DAMGO-evoked Fluo4 calcium flux; hits give low values | B-score at 10 µM | 300,000 compounds, 0.39% hits;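 active = B-score over 3 SD under the library average, no early fluorescence shift, positive overall ratio signal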
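material = TRPC4beta/mu-opioid receptor HEK293 cell line | probe or stimulus = sequential submaximal and maximal DAMGO stimulation | compound dosing = one concentration per compound | measured by = Fluo4 Ca2+ flux fluorescence | evaluation = integrated fluorescence ratio relative to baseline, converted to per-well B score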
The depositor's hits bear a star; i = inactive; . = not tested or not shown.

SMILES	Platelet DG rel	KCNK9 inh	PolyA inh	TRPC4 PAM	KCNK3 block	KCNQ1 act	TRPC4 agonist	hERG rescue	KCNQ1 block	DYRK1A inh	TRPC4 block
COc1ccc(N(CC(=O)NCCSC2CCCCC2)S(=O)(=O)c2ccccc2)c(OC)c1	-6.0	i	i	i	i	i	i	-7.3	i	2.2	i
COc1ccc(Cn2c(C3CC3)nc3ccc(NC(C)=O)cc3c2=O)cc1	9.1	i	i	i	i	i	i	-4.4	i	-7.2	i
CC(C)CC(=O)NNC(=O)C(C)C	22.3	i	i	i	i	i	i	-2.1	i	3.9	i
CCC(=O)Nc1ccccc1Nc1cc(C#N)c(C#N)cc1[N+](=O)[O-]	4.5	i	i	i	i	i	i	-2.2	i	-3.4	i
COC(=O)/C=C/C(=O)N1CCN(c2ccccc2C)CC1	5.6	i	i	i	i	i	i	-15.3	i	0.4	i
CCCCn1c(=O)c2c(nc3n2CCCN3Cc2ccccc2)n(C)c1=O	-1.6	i	i	i	i	i	i	-0.1	i	-1.6	i
O=C(Nc1ccccc1N1CCN(c2ccc(F)cc2)CC1)C12CC3CC(CC(C3)C1)C2	0.2	-7.03*	i	i	i	i	i	-9.1	i	4.5	i
COC(=O)CCCCCCCCC(O)C[N+]1(C)CCOCC1 (stereo unspecified)	-0.2	i	i	i	i	i	i	-5.0	i	.	i
CC(C)c1ccc(/C=N/NC(=O)c2ccccc2Cl)cc1	3.5	i	i	i	i	i	i	-14.9	i	.	i
O=C(c1cccc(C(F)(F)F)c1)N1CCOC12CCN(c1ncc(C(F)(F)F)cc1Cl)CC2	-5.6	i	i	i	i	i	i	-10.2	i	-1.2	i
CCOC(=O)c1c(N)sc(C(=O)N2CCCCC2)c1C	-0.6	i	i	i	i	i	i	-7.1	i	9.7	i
COc1ccc(Cl)cc1NC(=O)CN(C)C(=O)C1CC(=O)N(Cc2ccc(C)cc2)C1 (stereo unspecified)	2.1	i	i	i	i	i	i	-11.7	i	10.6	i
O=C1C2(CCC13COC(c1ccc(O)cc1)OC3)COC(c1ccc(O)cc1)OC2 (stereo unspecified)	-4.3	i	i	i	i	i	i	-11.3	i	-7.5	i
CCOc1ccccc1/C=C/c1onc(C)c1S(=O)(=O)N1CCC(C(=O)N2CCCCCC2)CC1	5.7	i	i	i	i	i	i	-7.5	i	-0.9	i
CC(=O)c1c(N2CCN(Cc3ccccc3)CC2)[nH]c(-c2ccccc2)nc1=S	-3.7	i	i	i	i	23*	i	1.1	i	-5.5	i
Cc1onc(-c2c(Cl)cccc2Cl)c1C(=O)N/N=C(\N)COc1ccc(Cl)cc1	-1.7	i	i	i	i	i	i	-13.2	i	.	i
CCSc1nnc(-c2ccc(C)cc2)c2ccccc12	2.1	-7.04*	i	i	i	i	i	-11.6	i	-5.0	i
CCc1cc(-c2nc(N)ncc2-c2ccc(Br)cc2)c(O)cc1OC	-6.6	i	i	i	i	i	i	-8.0	i	-3.4	i
NS(=O)(=O)c1ccc(NC(=O)COC(=O)COc2ccc(Br)cc2)cc1	16.3	i	i	i	i	i	i	-11.4	i	-3.9	i
CC1CCN(C(=O)C2CCCCN2S(=O)(=O)c2cccc([N+](=O)[O-])c2)CC1 (stereo unspecified)	13.3	i	i	i	i	i	i	-3.0	i	-6.6	i
CC(=O)Oc1ccccc1C(=O)Nc1ccccc1	1.5	i	i	i	i	i	i	-2.5	i	2.9	i
CCOc1ncccc1C(=O)Nc1ccccc1F	9.3	i	i	i	i	i	i	-11.3	i	4.7	i
COc1cc(C2CC(c3cccnc3)=NN2c2ccc(F)cc2)cc(OC)c1OC (stereo unspecified)	-1.9	i	.	i	i	i	i	-2.6	i	29.5	i
CC1Cc2nc(SCC(=O)c3ccccc3)n(Cc3ccccc3)c(=O)c2S1 (stereo unspecified)	-1.1	i	i	i	i	i	i	-9.8	i	-2.3	i
CC(O)(C#CCN1CCCCCC1)c1ccccc1 (stereo unspecified)	-0.8	i	i	i	i	i	i	-13.2	i	2.7	i
CCOC(=O)c1ccccc1NC(=O)N1CCn2c(C)ccc2C1CC (stereo unspecified)	1.7	i	i	i	i	i	i	-14.2	i	-8.7	i
CC(=O)c1c(C)[nH]c(C(=O)NC(C)c2ccccc2)c1C (stereo unspecified)	1.9	i	i	i	i	i	i	-11.4	i	-4.0	i
Cc1cc(C)c(S(=O)(=O)NC(CC(=O)O)c2cccc([N+](=O)[O-])c2)c(C)c1 (stereo unspecified)	0.3	i	i	i	i	i	i	-3.0	i	0.7	i
Cc1noc(C)c1COc1ccccc1C(=O)NNC(=O)C(C)Oc1ccccc1F (stereo unspecified)	0.5	i	i	i	i	i	i	-5.8	i	7.6	i
Cc1nnc(CN(C)C(=O)c2cc(COc3ccc(C)c(C)c3)on2)o1	-11.5	i	i	i	i	i	i	-6.3	i	5.3	i
COc1ccccc1NC(=O)C(C)OC(=O)CCCc1c[nH]c2ccccc12 (stereo unspecified)	6.1	-7.25*	i	i	-10.3*	i	i	-13.8	i	-7.0	i
O=C(NC(Cc1ccccc1)C(=O)O)/C(=C\c1ccc(Cl)cc1)NC(=O)c1ccccc1 (stereo unspecified)	2.4	i	i	i	i	i	i	-6.1	i	-2.0	i
CCNc1oc(-c2ccc(OC)cc2)nc1S(=O)(=O)c1ccc(Br)cc1	-2.6	i	i	i	i	i	i	-11.2	i	11.4	i
NNC(=O)CNc1cccc(Cl)c1	20.0	i	i	i	i	i	i	-6.8	i	-2.9	i
COc1ccc2ccccc2c1CNCCN1CCOCC1	-4.6	i	i	i	i	i	i	-2.6	i	8.7	i
CCN1CCN(C(=O)C2COc3ccccc3O2)CC1 (stereo unspecified)	-0.2	i	i	i	i	i	i	-10.4	i	.	i
Fc1ccc(CNc2ccc(CNc3ncn[nH]3)cc2)cc1	21.5	i	.	i	i	i	i	-8.5	i	-3.4	i
Cn1ccs/c1=N\C(=O)Nc1cccc(C(F)(F)F)c1	14.1	i	i	i	i	i	i	-5.0	i	9.2	i
O=C(Nc1ccncc1)c1ccc(Cl)c(S(=O)(=O)N2CCCCC2)c1	1.5	i	i	i	i	i	i	-15.1	i	-3.2	i
N#C/C(=C\c1cn(-c2ccccc2)nc1-c1cccnc1)c1nnc2n1CCCCC2	-3.7	i	i	i	i	i	i	-15.7	i	-11.0	i
Cc1cc(C)n2nc(NCc3cccc(Br)c3)nc2n1	-8.8	i	i	i	i	i	i	-13.1	i	1.3	i
CS(=O)(=O)c1ccc(C(=O)NC2CCCCC2)cc1	-6.2	i	i	i	i	i	i	-4.8	i	8.4	i
CCOC(=O)c1sc(=NC(=O)c2cccs2)n(C)c1C	-8.0	i	i	i	i	i	i	-2.0	i	2.1	i
N#C/C(C(=O)NCc1ccco1)=C1/SC(Cc2ccc(Cl)cc2)C(=O)N1c1ccccc1 (stereo unspecified)	.	i	i	i	i	i	i	-11.3	i	4.3	i
COC(=O)c1cn(NC(=O)CC2CCCCC2)c(=O)c2ccccc12	2.9	i	i	i	i	i	i	-3.4	i	-8.1	i
CNC(=O)N1c2ccccc2NC(=O)CC1C (stereo unspecified)	-13.7	i	i	i	i	i	i	-2.2	i	-10.0	i
COc1ccccc1CC(=O)Nc1cc2oc3ccccc3c2cc1OC	-12.9	-6.94*	i	i	i	i	i	-1.0	i	-4.7	i
O=C(Nc1n[nH]c(=S)s1)c1ccc2ccccc2c1	4.5	i	i	i	i	i	i	-7.0	i	8.7	i
COc1ccc(OC)c(NC(=O)C2CCCN(S(=O)(=O)c3cccc4cccnc34)C2)c1 (stereo unspecified)	0.6	i	i	i	i	i	i	-22.0	i	-1.6	i
Cc1ccc(C(=O)N(CCN(C)C)CC2CCCN(Cc3ccccc3F)C2)cc1C (stereo unspecified)	-14.6	i	i	i	i	i	i	-2.4	i	-0.4	i
COc1cc(C(=O)Nc2nc3ccccc3[nH]2)ccc1OC(F)F	3.3	i	i	i	i	i	i	-17.2	i	0.1	i
CCOC(=O)O[C@]1(C(=O)OCCl)CC[C@H]2[C@@H]3CCC4=CC(=O)C=C[C@]4(C)[C@H]3[C@@H](O)C[C@@]21C	-2.0	i	i	i	.	i	i	-10.8	i	.	i
CSc1nc(C)c(Oc2ccccc2)c(=O)n1C	3.6	i	i	i	i	i	i	-11.0	i	.	i
CC(C)(C)c1cc(Cl)c(O)c(NC(=S)NC(=O)c2cccnc2)c1	2.3	i	i	i	i	i	i	-17.9	i	3.3	i
COc1cc(C)c(Cl)cc1S(=O)(=O)NCc1ccncc1	-1.7	i	i	i	.	i	i	-10.0	i	.	i
COc1ccc(N2CCN(C(=O)CCS(=O)(=O)c3ccc(OC)cc3)CC2)cc1	23.5	i	i	i	i	i	i	-1.9	i	-4.4	i
CCOCCCn1c(=S)[nH]c2cc(C(=O)NCCN(CC)CC)ccc2c1=O	-0.8	i	i	i	i	i	i	-9.0	i	1.8	i
CCn1c(O)c(N=NC(=O)CNc2cccc(C)c2)c2ccccc21	2.8	i	i	i	i	i	i	1.7	i	2.5	i
CC1CCN(c2ncnc3c2cnn3-c2ccccc2)CC1	-5.9	i	i	i	i	i	i	-6.7	i	11.1	i
O=C(c1ccccc1)N1CCN(CC(O)COC2CCCCC2)CC1 (stereo unspecified)	-6.2	i	i	i	i	i	i	-4.4	i	-1.8	i

(next part)
SMILES	Platelet DG rel	KCNK9 inh	PolyA inh	TRPC4 PAM	KCNK3 block	KCNQ1 act	TRPC4 agonist	hERG rescue	KCNQ1 block	DYRK1A inh	TRPC4 block
CCCc1nc(N2CCOCC2)c(C#N)c2c1CCCC2	-1.1	i	i	i	i	i	i	-9.4	i	15.4	i
CCC(Oc1ccccc1OC)C(=O)Nc1ccc2c(c1)n(C)c(=O)n2C (stereo unspecified)	3.0	i	i	i	i	i	i	-6.8	i	-0.8	i
O=c1c2cc(Cl)ccc2oc2nc3n(c(=O)c12)CCCS3	4.4	i	i	i	i	i	i	-10.8	i	-1.9	i
CCC1CCCCN1CCCNC(=O)C1CCCN(c2nn3c(=O)cc(C)nc3s2)C1 (stereo unspecified)	0.2	i	i	i	i	i	i	-4.6	i	.	i
Cc1n[nH]c(=S)n1/N=C/c1ccc(-c2ccccc2[N+](=O)[O-])o1	-43.7	i	i	i	i	i	i	-17.9	i	11.7	i

A portion of the library; rates above refer to the full screens.
